# Assay outcomes as filed in PubChem.
# FEN1 inh: inhibitors of human flap endonuclease 1. P39748. Recombinant FEN1 flap cleavage, fluorescence, 15 min. Potency, µM (highest dose often 114 µM), for inactives: at the highest dose activity change, negative = inhibition, hits mostly inhibitors. actives 0.35% (n = 390,000). AID 588795; note: nearly all actives have a fitted effect of over 65% in size
# Target sequence (P39748 whole entry, looked up): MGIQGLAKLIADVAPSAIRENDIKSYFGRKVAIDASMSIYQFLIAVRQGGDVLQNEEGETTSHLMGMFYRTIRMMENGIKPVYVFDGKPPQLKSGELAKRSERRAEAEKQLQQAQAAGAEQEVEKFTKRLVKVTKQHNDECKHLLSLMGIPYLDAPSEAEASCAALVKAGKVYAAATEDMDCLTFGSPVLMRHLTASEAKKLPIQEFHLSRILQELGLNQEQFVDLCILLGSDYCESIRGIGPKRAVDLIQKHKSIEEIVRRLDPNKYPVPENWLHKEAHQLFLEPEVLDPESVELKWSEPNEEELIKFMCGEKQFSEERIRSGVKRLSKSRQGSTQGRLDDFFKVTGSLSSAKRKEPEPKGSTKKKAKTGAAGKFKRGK
#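 FEN1 at 10 nM, compound pretreatment for 15 min (room temperature), 50 nM final substrate to initiate; endpoint reads at 0 and 15 min; DMSO-only plates used as vehicle background.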
# N370S GC: N370S glucocerebrosidase modulation, Gaucher chaperone candidate. P04062. N370S GC spleen homogenate, 4MU-glucoside fluorescence. Potency, µM (titrated, usually from 59.4 µM), for inactives: at the highest dose activity change, negative = inhibition, usual class: inhibitors. actives 0.092% (n = 330,000). AID 2101;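 note: 0% = full enzyme activity and -100% = no enzyme basal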
# TDP1 inh: inhibitors of human tyrosyl-DNA phosphodiesterase TDP1; actives 0.28% (n = 350,000); AID 485290; Q9NUW8; recombinant TDP1, AlphaScreen DNA substrate cleavage; Potency, µM (doses to about 130 µM), for inactives: at the top dose activity change, negative = inhibition, hits mostly inhibitors; note: nearly all actives have a fitted effect of over 40% in size
# Target sequence (Q9NUW8 whole entry, looked up): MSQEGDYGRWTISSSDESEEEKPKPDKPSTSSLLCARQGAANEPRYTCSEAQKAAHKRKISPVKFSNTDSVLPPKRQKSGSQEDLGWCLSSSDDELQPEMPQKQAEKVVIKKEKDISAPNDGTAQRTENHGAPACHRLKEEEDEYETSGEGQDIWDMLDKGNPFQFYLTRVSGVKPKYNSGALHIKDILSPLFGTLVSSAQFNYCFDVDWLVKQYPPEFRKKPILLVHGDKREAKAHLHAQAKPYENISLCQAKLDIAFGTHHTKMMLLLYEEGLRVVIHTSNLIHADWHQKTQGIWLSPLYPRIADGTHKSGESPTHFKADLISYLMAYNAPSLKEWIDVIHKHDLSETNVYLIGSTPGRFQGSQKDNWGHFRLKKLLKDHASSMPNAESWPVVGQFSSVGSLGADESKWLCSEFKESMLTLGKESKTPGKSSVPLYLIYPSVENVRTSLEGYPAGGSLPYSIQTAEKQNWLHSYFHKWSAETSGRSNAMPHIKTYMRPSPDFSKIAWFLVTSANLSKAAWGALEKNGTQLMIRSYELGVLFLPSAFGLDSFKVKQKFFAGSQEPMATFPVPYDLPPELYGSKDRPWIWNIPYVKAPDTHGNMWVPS
#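 AlphaScreen read-out: signal falls as enzyme removes the 3' tyrosine-FITC from a 5'-biotinylated DNA oligo (15 nM, 5 min, RT). Enzyme was E. coli-made recombinant Tdp1 at 1 nM, exposed to compound for 15 min beforehand; beads 10 ug/ml, 10 min.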
# The depositor's hits bear a star; ? = inconclusive; / = no result given; [ ] = another dose, or the depositor's remark. Calls come from the whole dose curve; as a rule, active = well fitted curve in the direction sought with a large enough effect; inconclusive = small, poorly fitted or top-dose-only effect, or another doubt; inactive = no such curve, though single readings can be large; an effect the other way counts as inactive or inconclusive. Unless noted, % is set by controls: 0 for no effect and ±100 for the full control effect; potency is the fitted concentration of half-maximal effect.
# Second line of a record: FEN1 inh | TDP1 inh | N370S GC
COC(=O)c1cccc(N2C(=O)c3ccccc3S2(=O)=O)c1
    8.1% | 1.1% | 13.2%
COc1ccc(N2CCN(C(=O)c3cc4cc5ccc(Cl)cc5nc4o3)CC2)cc1
    22.0% | -4.7% | /
COC(=O)c1ccccc1NC(=O)N1CCN(S(C)(=O)=O)CC1
    2.0% | 1.2% | 6.5%
COC(=O)C1=C(C(=O)OC)SC2(S1)C(C(=O)OC)=C(C(=O)OC)SC1=C2c2cccc(C)c2NC1(C)C
    -4.4% | 7.0% | -3.7%
COc1ccc(Cl)cc1NC(=O)C1CCN(S(=O)(=O)c2ccc3c(c2)CC(C)N3C(C)=O)CC1 (stereo not given)
    16.4% | 6.2% | /
CCOc1ccc(-n2cc(-c3ccccc3)c3c(Nc4cccc(F)c4)ncnc32)cc1
    -3.5% | -10.4% | /
CCc1cc(C)c(O)c(CC)n1
    -6.8% | 3.5% | -3.6%
Cc1oc2cc3oc(=O)c(CC(=O)NCc4ccccc4)c(C)c3cc2c1C
    -2.3% | -2.3% | /
O=C(NC(NC(=S)Nc1ccc(Cl)cc1)C(Cl)(Cl)Cl)c1ccco1 (stereo not given)
    1.1% | 5.3% | 9.3%
Cn1c(=O)c([N+](=O)[O-])c(NC2CCS(=O)(=O)C2)c2ccccc21 (stereo not given)
    0.1% | / | -0.6%
Cc1ccc(-c2cnc(NCc3c(F)cccc3Cl)n2C)cc1
    5.8% | 4.5% | /
O=C(CCCc1ccccc1)N=C1SC2CS(=O)(=O)CC2N1c1ccccc1 (stereo not given)
    -18.6% | 1.2% | -12.9%
CCOC(=O)N1CCN(CC(=O)n2c(C)c(C)c3ccccc32)CC1
    2.4% | -1.0% | 3.0%
O=C(N/N=C1/CCS(=O)(=O)c2ccc(F)cc21)c1cccnc1
    -1.0% | 8.9% | 5.7%
CCOc1ccc(CCNC(=O)CN2C(=O)COc3ccc(S(=O)(=O)N(CC)CC)cc32)cc1
    5.2% | 5.8% | /
Cc1cccc(-c2nnc(SCC#N)n2Cc2ccccc2)c1
    0.9% | 1.2% | 2.0%
CN(C)c1ccc(NC(=O)CCN2CCN(c3ccccn3)CC2)cc1
    3.2% | / | -16.7%
CCOc1ncccc1C(=O)OCc1cccc([N+](=O)[O-])c1
    12.1% | 5.1% | 11.3%
O=C(Nc1nnc(-c2ccccc2F)s1)c1cccnc1
    -7.7% | 0.0% | -0.5%
Cc1ccc(C(=O)Nc2cccc(N3C(=O)C4CCC(C)CC4C3=O)c2)cc1 (stereo not given)
    -17.5% | 2.3%[56.1 µM] | -15.1%
Cc1csc(-c2cnn(-c3ccccc3)c2NC(=O)c2cccc(C(F)(F)F)c2)n1
    10.4% | 7.9% | 5.8%
COc1ccc(-c2nnc3n2N=C(c2ccccc2OC)CS3)cc1
    / | 6.8% | 5.1%
C=CCc1cccc(/C=N/c2nc3ccccc3n2CC)c1O
    -1.6% | 1.1% | 1.5%
Cc1ccc(S(=O)(=O)N2CCCC2C(=O)NCc2ccc3c(c2)OCO3)cc1 (stereo not given)
    6.0% | 1.2% | -8.8%
CN(Cc1ccccc1)C(=O)CCNS(=O)(=O)c1ccc2c(c1)oc(=O)n2C
    -2.1% | -2.6% | 5.0%
C(=C\c1ccccc1)/CN1CCN(Cc2nc(Cc3ccccc3)no2)CC1
    -9.0% | 3.6% | -5.6%
CC(=O)c1ccc(-c2ccc(Cn3c(C)nc4cc(N)c(C)nc43)cc2)cc1
    0.3% | 8.3% | 10.5%
Cc1cc2nn(-c3cccc4ccccc34)nc2cc1NC(=O)c1cccs1
    9.3% | -4.0% | 17.0%
CC(=O)NC1=NN(C(C)=O)C(C)(c2cccc([N+](=O)[O-])c2)S1 (stereo not given)
    6.8% | -3.6% | 1.8%
CCNS(=O)(=O)c1ccc(-c2ccc(-n3cnnn3)cc2)cc1
    2.6% | 0.0% | -2.0%

# (list continues)
# Second line of a record: FEN1 inh | TDP1 inh | N370S GC
CCS(=O)(=O)N1Cc2ccccc2CC1C(=O)Nc1nc2ccccc2s1 (stereo not given)
    1.7% | 7.1% | 26.1%
COc1ccc(NC(=O)COC(=O)Cc2ccc(-c3ccccc3)cc2)c(OC)c1
    -14.7% | 3.2% | ?
COc1ccc(OCCCn2cccc2/C=C2/C(=N)N3OC(C)=CC3=NC2=O)cc1
    -9.9% | 5.4% | -9.0%
O=C(CN1CCOCC1)NNC(=S)Nc1ccccc1
    -12.3% | 0.0% | -4.1%
C=CCOc1ccc(Br)cc1CNC(C)(C)C
    6.6% | 0.0% | 15.9%
CCOC(=O)C1=CNS(=O)(=O)NC1c1ccc(C(F)(F)F)cc1 (stereo not given)
    11.5% | -0.3%[56.1 µM] | /
Cc1cccc(N2CCN(S(=O)(=O)c3c(C)[nH]c(C)c3C(=O)N3CCCC3)CC2)c1C
    12.9% | 5.7% | 3.9%
c1csc(-c2nn3c(Cn4nnc5ccccc54)nnc3s2)c1
    0.8% | -2.1% | 4.8%
O=C(CC1CCCC1)Nc1ccc(Cl)c(S(=O)(=O)N2CCOCC2)c1
    -4.3% | -0.5% | /
S=C(NCC1CCCO1)N1CCN(c2nc(-c3ccc(Cl)cc3)cs2)CC1 (stereo not given)
    -12.0% | 1.2% | -2.3%
C[C@H](CO)N1C[C@H](C)[C@H](CN(C)Cc2ccc(Oc3ccccc3)cc2)Oc2ccc(NC(=O)Nc3cccc4ccccc34)cc2CC1=O
    -21.0% | 6.6% | /
NS(=O)(=O)c1ccc(NC(=O)C(Sc2ccccc2)c2ccccc2)cc1 (stereo not given)
    -26.8% | 5.3% | -1.1%
CCC1CN(C(=O)Nc2ccc(Br)cc2F)c2ccccc2S1 (stereo not given)
    15.6% | 5.0% | /
C=CCNC(=S)NCC=C
    4.8% | / | -0.6%
CCOC(=O)c1ccc(-c2ccc(/C=N/NC(=O)Cc3nnc(N)s3)o2)cc1
    4.5% | 1.9% | 9.2%
COc1ccccc1NS(=O)(=O)c1ccc(C(=O)N2CCCCCC2)cc1
    3.3% | 0.5% | /
CCCN1C(=O)C2(OCCO2)c2cc(Cl)ccc21
    -9.3% | / | -1.6%
O=C(Nc1cnn(Cc2ccc(Cl)cc2)c1)c1cccs1
    ? | / | 2.6%
COc1ccc(C(=O)Nc2ccccc2N2CCCCC2)cc1[N+](=O)[O-]
    -0.1% | 3.6% | 13.0%
Cc1cc(C)cc(NC(=O)[C@H]2O[C@@H]3OC(C)(C)O[C@@H]3[C@H]3OC(C)(C)O[C@H]32)c1
    14.0% | 2.5% | /
COc1cn(CC(=O)Nc2ccc(C)cc2)c(CN2CCCCC2)cc1=O
    -3.8% | 7.4% | /
COc1ccc(CN(C)C(=O)COC(=O)c2c(-c3ccccc3Cl)noc2C)cc1
    -15.2% | 3.8% | -24.9%
O=C(COc1ccccc1-c1ccccc1)NNC(=O)NC1CCCCC1
    -4.1% | 5.1% | 22.4%
CN1OC(COC(=O)c2ccc(Cl)cc2Cl)CC1c1ccccc1 (stereo not given)
    -19.8% | -5.9% | 1.3%
Cc1cc(C(C)(C)C)oc1C(=O)N(CC(=O)NC1CCCC1)c1cccc(C(F)(F)F)c1
    -14.5% | 2.8% | -11.1%
COc1cccc(-c2cc(C(=O)Nc3ccc(OC)c(OC)c3)no2)c1
    4.1% | 2.9% | 0.8%
CCOc1ccc(/C=C/c2nc(C#N)c(Nc3ccc(OC)cc3)o2)cc1
    5.5% | -2.3% | /
CCN(CC)C(=O)[C@H]1C[C@H](CC(=O)NC(C)(C)C)C(=O)N2CCc3c([nH]c4cc(CCC(=O)N(C)C)ccc34)[C@]12C
    15.9% | -2.1%[56.1 µM] | /
Cc1c(Cl)cccc1NC(=O)Cn1c(=O)n(Cc2nc(-c3ccccc3)no2)c(=O)c2cc3c(cc21)OCO3
    9.8% | 8.5% | /
COC(=O)c1cc[n+](CC(=O)c2ccccc2)cc1
    1.8% | -7.1% | -1.4%

# Other entries:
# Second line of a record: FEN1 inh | TDP1 inh | N370S GC
COC(=O)c1cc2sc(Cl)cc2n1CC(=O)Nc1cc(C)cc(C)c1
    -8.1% | 2.0% | /
COc1cccc(CN2CCN(Cc3cc4ccccc4o3)CC2CCO)c1 (stereo not given)
    ? | / | -9.2%
Oc1ccccc1Cn1nnc2ccccc21
    -12.5% | / | -3.2%
O=C(CSc1ccccc1)NCC(c1ccco1)N1CCCCC1 (stereo not given)
    17.0% | -0.3% | /
O=C(N/C(=C/c1cn(-c2ccccc2)nc1-c1ccccc1)C(=O)N1CCOCC1)c1ccc(Cl)cc1Cl
    -0.4% | 0.0% | 1.6%
c1ccc2c(c1)CCNC2c1ccncc1 (stereo not given)
    -1.5% | 3.6% | 6.7%
O=C(O)c1ccc(CN2C(=O)c3ccccc3S2(=O)=O)cc1
    -5.1% | 1.1% | 3.1%
O=C(Cc1ccc(Cl)cc1)Nc1ccccc1Sc1ccccc1
    -14.9% | -9.6% | ?
CN(CC(=O)Nc1c(Cl)cccc1Cl)C(=O)CCCN1C(=O)c2ccccc2C1=O
    4.1% | 7.1% | 3.4%
Cc1cccc2sc(NNC(=O)C3=COCCO3)nc12
    -2.4% | -5.5% | 4.1%
O=C(O)C1(S(=O)(=O)c2ccc(Cl)cc2)CCC1
    -12.3% | 2.7% | 0.9%
Cc1ccc(-c2nnc(N(C)C(=O)C3CCCO3)s2)cn1 (stereo not given)
    5.9% | -11.5% | 2.0%
O=C1CCC(=O)N1CCSC(=S)N1CCSCC1
    1.8% | -2.8% | -2.4%
CC(C)(C)n1nnnc1C(c1cccnc1)N(Cc1ccccc1)Cc1cccs1 (stereo not given)
    0.3% | 5.8% | 19.8%
CCCCCCSc1ccc([C@@H]2[C@H]3C(=O)N(CC)C(=O)[C@H]3[C@]3(C(=O)OC)CCCN23)cc1
    -25.4% | 1.0% | -7.2%
CN(C)C(=O)CSc1nnc(CCNC(=O)OC(C)(C)C)o1
    -12.3% | 5.8% | 24.8%
N#CCSc1nc2sccc2c(=O)n1-c1ccccc1
    -5.3% | 1.0% | 14.7%
C/C(=N/NS(=O)(=O)c1cc(C)ccc1C)c1ccc2c(c1)OCO2
    7.8% | 4.1%[56.1 µM] | -2.7%
CC(Cc1cccnc1)NC(=O)c1cc(COc2ccc(F)cc2Cl)on1 (stereo not given)
    8.1% | 6.1% | -7.7%
CCOc1ccc(N(C)S(=O)(=O)c2ccc(C)c(C(=O)NCc3ccccc3OC)c2)cc1
    -20.6% | 0.5% | /

# By substructure: the entries above with fluorine.
# Second line of a record: FEN1 inh | TDP1 inh | N370S GC
CCOc1ccc(-n2cc(-c3ccccc3)c3c(Nc4cccc(F)c4)ncnc32)cc1
    -3.5% | -10.4% | /
Cc1ccc(-c2cnc(NCc3c(F)cccc3Cl)n2C)cc1
    5.8% | 4.5% | /
O=C(N/N=C1/CCS(=O)(=O)c2ccc(F)cc21)c1cccnc1
    -1.0% | 8.9% | 5.7%
O=C(Nc1nnc(-c2ccccc2F)s1)c1cccnc1
    -7.7% | 0.0% | -0.5%
Cc1csc(-c2cnn(-c3ccccc3)c2NC(=O)c2cccc(C(F)(F)F)c2)n1
    10.4% | 7.9% | 5.8%
CCOC(=O)C1=CNS(=O)(=O)NC1c1ccc(C(F)(F)F)cc1 (stereo not given)
    11.5% | -0.3%[56.1 µM] | /
CCC1CN(C(=O)Nc2ccc(Br)cc2F)c2ccccc2S1 (stereo not given)
    15.6% | 5.0% | /
Cc1cc(C(C)(C)C)oc1C(=O)N(CC(=O)NC1CCCC1)c1cccc(C(F)(F)F)c1
    -14.5% | 2.8% | -11.1%
CC(Cc1cccnc1)NC(=O)c1cc(COc2ccc(F)cc2Cl)on1 (stereo not given)
    8.1% | 6.1% | -7.7%
